Screening data: PubChem BioAssay, National Center for Advancing Translational Sciences (NCATS)
TbPYK inhibitor: qHTS of Trypanosoma Brucei Inhibitors; AID 624173, 2012; TbPYK enzyme, Kinase-Glo Plus ATP luminescence, 45 min; Potency, µM (doses to about 76.8 µM), for the others: at the highest dose activity, negative = inhibition, hits mostly inhibitors; pyruvate kinase (Trypanosoma brucei), Q57TT1; actives 0.12% (n = 410,000); active means well fitted inhibition curve with a large enough effect; further: nearly all actives have a fitted effect of over 50% in size
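ADP (130 uM final) triggers the TbPYK reaction after compound addition; incubation is 45 min at room temperature. Kinase-Glo Plus is then added and luminescence imaged. Normalized data are fitted to concentration-effect curves.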
Active calls of the source: *; [ ] = another dose, or the depositor's remark. On the % scale 0 is the no-effect control and ±100 the full control effect; potency means the concentration at half of the fitted maximal effect. Some of the compounds tested. The share of hits here may be higher or lower than overall.

Screening COC(=O)C1C2c3ccccc3C(c3ccccc32)C1(C)C(=O)OC (stereo not drawn) returned TbPYK inhibitor 3%.
`CCOc1ccccc1CN1C(=O)c2ccccc2C1C(=O)NC1CCCCCC1` (stereo not drawn) gave TbPYK inhibitor 0%.
For Nc1ccc(N2N=C(N3CCCC3)CC2=O)cc1 the results were TbPYK inhibitor -25%.
`CCn1ccc2cc(S(=O)(=O)N3CCC(C(=O)NCC(C)c4ccccc4)CC3)ccc21` (stereo not drawn) gave TbPYK inhibitor 4%.
For CCCCCNC(=O)C1CCC(Cn2c(=O)c3sccc3n(CC(=O)NCc3cccc(OC)c3OC)c2=O)CC1 (stereo not drawn) the results were TbPYK inhibitor 4%.
Screening Cc1nc2ccc(C(=O)N(C)Cc3ccco3)cn2c1N(C)C(=O)CCc1ccccc1 returned TbPYK inhibitor 0%.
CCOc1cc2[nH]c(=O)n(CCCCC(=O)N3CCN(c4ccccc4)CC3)c(=O)c2cc1OCC was read as TbPYK inhibitor 0%.
Screening CC(C)NC(=O)CN1CCN(C(c2ccnc3ccccc23)c2nnnn2-c2ccc3c(c2)OCCO3)CC1 (stereo not drawn) returned TbPYK inhibitor 2%.
CCOc1cccc(CC(=O)N2CCc3c([nH]c4ccccc34)C2c2ccc(OC)cc2)c1OCC (stereo not drawn) was read as TbPYK inhibitor 1%.
`CC(C)C[C@H]1CN(CCCC[C@H]2CNC(=O)C(=O)N2CC2CCCCC2)C(=O)C(=O)N1CCC1CCCCC1` gave TbPYK inhibitor -4%.
COCc1cccc(-c2csc(C(NC(C)=O)c3ccc(F)c(F)c3)n2)c1 (stereo not drawn) was read as TbPYK inhibitor 2%.
`O=C1NC2(c3ccccc3)NC(=O)NC2(c2ccccc2)N1` (stereo not drawn) gave TbPYK inhibitor -6%.
For CCCCN(c1ccccc1)S(=O)(=O)c1cccc(C(=O)Nc2c(C)n(C)n(-c3ccccc3)c2=O)c1 the results were TbPYK inhibitor 0%.
For Cc1cc(Cl)ccc1NC(=O)CN1C(=O)CSc2ccc(S(=O)(=O)N(C)C)cc21 the results were TbPYK inhibitor -3%.
For CCCCn1nnnc1C1(C)CCC(=O)N1CCc1ccccc1F (stereo not drawn) the results were TbPYK inhibitor 2%.
For Cc1cc(C)c(NC(=O)CSc2nc3ccccc3c3nc(-c4ccccc4)nn23)c(C)c1 the results were TbPYK inhibitor 1%.
`CCOC(=O)C1(C)CCCN(C(=O)c2cc(C)on2)C1` (stereo not drawn) gave TbPYK inhibitor -3%.
For Cc1c(C(=O)NCc2cccc(C(F)(F)F)c2)sc(=O)n1Cc1ccc(F)cc1 the results were TbPYK inhibitor 3%.
For Cc1[nH]c2ccccc2c1C1(O)C(=O)Nc2ccc(Cl)cc21 (stereo not drawn) the results were TbPYK inhibitor -1%.
COCCCNC(=O)CSc1nc2cc3c(cc2c(=O)n1CCCCCC(=O)NCc1ccc2c(c1)OCO2)OCO3 was read as TbPYK inhibitor -7%.
`CCCCc1ccc(NC(=O)Cn2nnc3sc4c(c3c2=O)CCC(C)C4)cc1` (stereo not drawn) gave TbPYK inhibitor 0%.
`O=C(CN1C(=O)CCc2cc(S(=O)(=O)N3CCOCC3)ccc21)Nc1cccc(C(F)(F)F)c1` gave TbPYK inhibitor -5%.
For N#CCCn1c(=O)cnc2cnc(OCc3ccccc3)nc21 the results were TbPYK inhibitor 2%.
`CCCCCCCCN1C(=O)[C@H](CC(=O)NCc2ccc(OC)c(OC)c2)C[C@@]2(C(=O)OCC)CCCC=C12` gave TbPYK inhibitor 3%.
`CCN(Cc1ccccc1)c1cc2c(c3c1ccn3C)C1CCC2O1` (stereo not drawn) gave TbPYK inhibitor -8%.
`COc1ccc(CNC(=O)Cn2nnc(-c3ccc(C(F)(F)F)cc3)n2)cc1` gave TbPYK inhibitor 8%.
For CCN(c1ccccc1)S(=O)(=O)c1cccc(C(=O)NCC(c2ccc(OC)cc2)N2CCCCC2)c1 (stereo not drawn) the results were TbPYK inhibitor 5%.
For Cc1noc(C)c1-c1ccc(C(=O)Nc2cccc(NS(C)(=O)=O)c2)c2occc12 the results were TbPYK inhibitor -11%.
For CCOc1ccc(CCNC(=O)CCSCc2cccc(Cl)c2)cc1OCC the results were TbPYK inhibitor 1%.
For Nc1ccc(-n2c(N)c(C(=O)NCc3ccc4c(c3)OCO4)c3nc4ccccc4nc32)cc1 the results were TbPYK inhibitor 4%.
For Cc1ccc(C(=O)N2CCc3ccccc32)cc1C the results were TbPYK inhibitor 0%.
`Brc1nc(-c2ccccc2)nc(-c2ccccc2)c1Br` gave TbPYK inhibitor 0%.
For Nc1ncc(C(=O)O)c(-c2ccccc2)n1 the results were TbPYK inhibitor -5%.
CCOc1ccc(CNC(=O)CSc2c3c(nc4cc(Cl)ccc24)CCCC3)cc1 was read as TbPYK inhibitor 0%.
For COc1ccc(N2CCN(C(=O)C(C)n3nc(C)c4sc5ccccc5c4c3=O)CC2)cc1 (stereo not drawn) the results were TbPYK inhibitor -1%.
`O=C(NCCC1=CCCCC1)C1CCN(C(=O)N2CCOc3ccccc32)CC1` gave TbPYK inhibitor -6%.
Screening CCOc1ccc(-c2nc(CSCC(=O)NC3CCN(Cc4ccccc4)CC3)c(C)o2)cc1 returned TbPYK inhibitor 3%.
`O=C(CSc1nccn1C1CCCC1)Nc1ccc(C(F)(F)F)cc1` gave TbPYK inhibitor -1%.
`CC(NC(=O)c1ccc(NC(=O)c2nsc3ccccc23)cc1)c1ccccc1` (stereo not drawn) gave TbPYK inhibitor -7%.
Screening CCCCNC(=O)CSc1nc2cc3c(cc2c(=O)n1CCCC(=O)NCc1ccc2c(c1)OCO2)OCO3 returned TbPYK inhibitor -9%.
Screening CC(=O)Nc1c(C)ccc([N+](=O)[O-])c1C returned TbPYK inhibitor -2%.
Screening COCCCN1C(=O)C(CC(=O)NCCc2ccccn2)CC(C(=O)N(C(C)C)C(C)C)=C1C (stereo not drawn) returned TbPYK inhibitor -7%.
Cc1ccc2nc(CSc3nnc(NC(=O)c4ccc(C(C)(C)C)cc4)s3)cc(=O)n2c1 was read as TbPYK inhibitor -5%.
Screening CC(C)Oc1ccc(CNC(=O)CCCN2C(=O)CCn3nc(-c4cccn4C)cc32)cc1 returned TbPYK inhibitor -3%.
Cc1ccc2nc(N(Cc3cccnc3)C(=O)C3CCCCC3)sc2c1 was read as TbPYK inhibitor 8%.
For Cc1ccc(Cl)cc1-n1ncc2c(Nc3cccc(C)c3C)ncnc21 the results were TbPYK inhibitor -1%.
CCc1cnc2c(c1SCC(=O)NCc1ccc(F)cc1)c(=O)n(C)c(=O)n2C was read as TbPYK inhibitor 8%.
Screening CC(C)(C)OC(=O)N1C(=O)[C@](OC(=O)c2ccccc2)(c2ccccc2)c2cccc(F)c21 returned TbPYK inhibitor 0%.
For COc1ccc(S(=O)(=O)N(C)C[C@H]2Oc3ccc(NS(=O)(=O)c4cccs4)cc3C(=O)N([C@H](C)CO)C[C@@H]2C)cc1 the results were TbPYK inhibitor -7%.
`CCC1CCCCN1C(=O)CSc1nc(-c2ccc(OC)cc2)cc(C(F)(F)F)n1` (stereo not drawn) gave TbPYK inhibitor -1%.

Fetched by structure from the entries so far (7):
`CCC1CCCCN1C(=O)CSc1nc(-c2ccc(OC)cc2)cc(C(F)(F)F)n1` (stereo not drawn) gave TbPYK inhibitor -1%.
For Cc1ccc(Cl)cc1-n1ncc2c(Nc3cccc(C)c3C)ncnc21 the results were TbPYK inhibitor -1%.
Cc1ccc2nc(N(Cc3cccnc3)C(=O)C3CCCCC3)sc2c1 was read as TbPYK inhibitor 8%.
Screening CC(=O)Nc1c(C)ccc([N+](=O)[O-])c1C returned TbPYK inhibitor -2%.
Screening CC(C)Oc1ccc(CNC(=O)CCCN2C(=O)CCn3nc(-c4cccn4C)cc32)cc1 returned TbPYK inhibitor -3%.
Cc1ccc2nc(CSc3nnc(NC(=O)c4ccc(C(C)(C)C)cc4)s3)cc(=O)n2c1 was read as TbPYK inhibitor -5%.
For COc1ccc(S(=O)(=O)N(C)C[C@H]2Oc3ccc(NS(=O)(=O)c4cccs4)cc3C(=O)N([C@H](C)CO)C[C@@H]2C)cc1 the results were TbPYK inhibitor -7%.

The list continues:
For COc1cc(-c2nc(Cn3nnc(C(=O)Nc4ccc(C)cc4C)c3C)c(C)o2)cc(OC)c1OC the results were TbPYK inhibitor 5%.
Screening CCC(=O)Nc1ccc(-c2nnc3c4ccccc4c(C)nn23)cc1 returned TbPYK inhibitor 1%.
COCOc1cccc(CN2CCC2(C)C(=O)Nc2ccc(C)cc2)c1 (stereo not drawn) was read as TbPYK inhibitor -4%.
Screening Cc1c(CCNC(=O)Cc2ccccc2)sc2nc(-c3ccc(F)cc3)nn12 returned TbPYK inhibitor 3%.
For O=C1CC(c2ccccc2)Cc2[nH]c(=O)c(-c3nc(-c4cccc(Cl)c4)cs3)cc21 (stereo not drawn) the results were TbPYK inhibitor -1%.
For CCN(CC)C(=O)c1cnn(-c2ccc(F)cc2)c1-n1cccc1 the results were TbPYK inhibitor -2%.
Screening CC1CC(=O)c2cc(-c3ccccc3)oc2C1 (stereo not drawn) returned TbPYK inhibitor 4%.
Screening O=C(NCc1ccc2c(c1)OCO2)c1cc(-c2ccccc2)nn1CC1CC(c2cccnc2)=NO1 (stereo not drawn) returned TbPYK inhibitor 0%.
Cc1ccc(NC(=O)Cc2coc3c(C)c(C)ccc23)cc1Cl was read as TbPYK inhibitor 0%.
For CCOc1ccc(-n2c(SCC(=O)N3CCCCC3)nc3c([nH]c4ccccc43)c2=O)cc1 the results were TbPYK inhibitor -4%.
`CN1OC[C@@H]2CN(C(=O)Cc3ccccc3)[C@H](c3ccccc3Br)C[C@@H]21` gave TbPYK inhibitor 2%.
For CCOc1ccccc1N1CC(c2nc3ccccc3n2CCOc2ccccc2)CC1=O (stereo not drawn) the results were TbPYK inhibitor 4%.
`Cn1c(=O)c2cc(NC(=O)NCc3ccc(F)cc3)ccc2n1C/C=C/c1ccccc1` gave TbPYK inhibitor 4%.
Fc1cccc(Cc2c(C3CCCCC3)nc3c4ccccc4ccn23)c1 was read as TbPYK inhibitor -12%.
Screening CCOC(=O)c1sc(NC(=O)c2nc(SC)ncc2Cl)c(C(=O)OCC)c1C returned TbPYK inhibitor 0%.
Screening CCCN(Cc1cccs1)C(=O)Nc1ccc(Br)c(C)c1 returned TbPYK inhibitor -3%.
`COc1ccc(-n2c(=O)c3sc4ccccc4c3n(CC(=O)NCc3ccccc3)c2=O)cc1` gave TbPYK inhibitor -8%.
`OC(CCN1CCCCC1)(c1ccccc1)C1CC2C=CC1C2` (stereo not drawn) gave TbPYK inhibitor 0%.
Screening COc1ccc(S(=O)(=O)NCCc2nnc3ccc(SCC(=O)Nc4ccc(C(F)(F)F)cc4)nn23)cc1 returned TbPYK inhibitor -5%.
For CCOC(=O)C1=CCC(c2ccco2)N(S(=O)(=O)c2ccc(C)cc2)C1 (stereo not drawn) the results were TbPYK inhibitor -4%.
`CCOC(=O)C[C@H]1c2cc(F)ccc2S(=O)(=O)N1c1ccccc1` gave TbPYK inhibitor 3%.
COc1ccc(S(=O)(=O)N2CCCCC2)cc1NC(=O)c1cccc(S(=O)(=O)N2CC(C)OC(C)C2)c1 (stereo not drawn) was read as TbPYK inhibitor -2%.
CN(C)CCNC(=O)C(=O)NCC(c1cccnc1)N1CCN(c2ccccc2)CC1 (stereo not drawn) was read as TbPYK inhibitor -1%.
O=C(NCc1ccc(Cl)cc1Cl)Nc1nc([C@@H]2O[C@H](CO)[C@@H](O)[C@H](O)[C@H]2O)cs1 was read as TbPYK inhibitor 3%.
`Cc1ccc(S(=O)(=O)N2C[C@@H](C)[C@]3(C2)[C@H](O)[C@H](OC(=O)NC2CC2)C[C@H]2C(=O)N(c4ccccc4)C(=O)[C@H]23)cc1` gave TbPYK inhibitor -9%.
CCOc1ccc(NC(=O)c2cc(S(=O)(=O)N3CCCCCC3)cn2C)cc1 was read as TbPYK inhibitor -10%.
`CCOc1ccc(N(C)S(=O)(=O)c2ccc3[nH]cc(C(=O)NCc4ccccc4)c(=O)c3c2)cc1` gave TbPYK inhibitor -1%[15.4 µM].
Screening COc1ccc(C2CC=C(C(C)=O)CN2S(=O)(=O)c2ccccc2)cc1 (stereo not drawn) returned TbPYK inhibitor 6%.
Screening CN(C)S(=O)(=O)N(CC(=O)NCCSCc1ccc(Cl)cc1Cl)c1ccccc1 returned TbPYK inhibitor 4%.
CCn1ncc(C(=O)Nc2ccc([N+](=O)[O-])cc2OC)c1C was read as TbPYK inhibitor -1%.

Gathered by group: the entries above containing a tert-butyl group (two)
Cc1ccc2nc(CSc3nnc(NC(=O)c4ccc(C(C)(C)C)cc4)s3)cc(=O)n2c1 was read as TbPYK inhibitor -5%.
Screening CC(C)(C)OC(=O)N1C(=O)[C@](OC(=O)c2ccccc2)(c2ccccc2)c2cccc(F)c21 returned TbPYK inhibitor 0%.

(more compounds)
For CCOC(=O)c1c(C)[nH]c(C)c1S(=O)(=O)N1CCC(C(=O)N2CCN(c3ccc(Cl)cc3)CC2)CC1 the results were TbPYK inhibitor 2%.
For CCCC(=O)Nc1c(C(=O)N2CCN(c3ccccc3)CC2)oc2ccccc12 the results were TbPYK inhibitor 1%.
Screening Cc1ccc(C)c(NC(=O)CC2Sc3ccccc3NC2=O)c1 (stereo not drawn) returned TbPYK inhibitor -8%.
Cc1cc(C(=O)N2CCN(c3ccccc3)CC2)c2c(C)nn(-c3cccc(F)c3)c2n1 was read as TbPYK inhibitor 1%.
